Bioassay records deposited in PubChem by several laboratories.
ABHD5-PLIN5 inh = ABHD5-PLIN5 interaction inhibitors, primary screen, cell lysate, split luciferase complementation, luminescence; Perilipin-5 (Homo sapiens) + 1-acylglycerol-3-phosphate O-acyltransferase ABHD5 (Homo …; Split G. princeps luciferase complementation, 4 h; inhibition, % at 4 µM; 0.78% of 360,000 active; AID 602281, 2012;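 active = inhibition above the mean inhibition across every tested compound plus 3 SD, cut at about 22% in these data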;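 note: 0% = DMSO only wells and the 100% control is not disclosed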
MC4R ag barr = MC4R agonists recruiting beta-arrestin, primary screen, cell-based, luminescence, agonist arm of biased-ligand search; Melanocortin receptor 4 (Homo sapiens), P32245; U2OS MC4R beta-arrestin complementation; percent of melanotan II response, DMSO zero; activation, % at 8.9 µM; 0.98% of 360,000 active;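 active = activation above a per-plate cutoff, the mean activation of sample wells on that plate plus 3 SD, cut at about 8% in these data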
NOD2-RIPK2 inh = NOD2-RIPK2 binding disruptors in cells, primary screen, fluorescence, CHO cells, BLA complementation; Receptor-interacting serine/threonine-protein kinase 2 (Homo sapiens), O43353; CCF4 ratio; inhibition, % at 4.98 µM; 0.38% of 360,000 active; AID 624267, 2012; in the data active = inhibition above about 21%;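 note: 0% = vehicle only and 100% = reference blocker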
SRC2 inh = inhibition of GAL4-SRC2 driven luciferase reporter, primary screen, SRC2 inhibitor project, cell-based, luminescence. Nuclear receptor coactivator 2 (Homo sapiens), Q15596. HEK293 GAL4-SRC2 luciferase reporter. inhibition, % at 9 µM. 0.17% of 370,000 active;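 active = inhibition above the mean inhibition of all tested compounds plus 3 SD, set per campaign, cut at about 52% in these data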;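 note: 0% = DMSO treated cells and 100% = cells given Gossypol at 36 µM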
HTR2A ag = mouse Htr2a agonists via beta-arrestin recruitment, primary screen, cell-based, luminescence; AID 624169, 2012; 0.66% of 360,000 active; activation, % at 7.6 µM; 5-hydroxytryptamine receptor 2A (Mus musculus), P35363; CHO-K1 mHTR2A beta-arrestin complementation; percent of 30 µM serotonin response;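 active = activation above a run cutoff, the mean activation of all tested compounds plus 3 SD, cut at about 14% in these data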;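 note: 0% = plate median of compound wells and 100% = 30 µM serotonin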
TLR9-MyD88 inh = inhibitors of TLR9-MyD88 association in cells, primary screen, cell-based, CHO, BLA complementation, fluorescence. CCF4 FRET ratio. 0.21% of 340,000 active. inhibition, % at 4.98 µM;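 active = inhibition above the mean over all tested compounds plus 3 SD, cut at about 21% in these data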;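 note: 0% = DMSO only wells and 100% = clavulanate BLA inhibitor control wells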
Cardio protect = cardioprotection against H2O2-induced cell death, primary screen, uHTS, H9c2 cells, ATPLite luminescence | H9c2 cardiomyocytes, H2O2 injury protection, 2 h | protection from H2O2 cell death, % at 20 µM | 0.63% of 360,000 active;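 active = compounds giving at least 50% protection of heart cells from peroxide-induced death in the single-dose screen, raw or plate-pattern-corrected value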;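 note: 0% = DMSO wells with peroxide and 100% = DMSO wells without peroxide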
MC4R antagonist = MC4R antagonists of cAMP signaling, primary screen, cell-based, TR-FRET, antagonist arm of biased-ligand search. MC4R-expressing cells, MTII-stimulated cAMP, LANCE TR-FRET. inhibition, % at 6.5 µM. 0.48% of 360,000 active. AID 540295, 2011;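 active = inhibition above its plate's cutoff, the mean of tested wells on that plate plus 3 SD, cut at about 29% in these data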;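 note: 0% = Melanotan II alone and 100% = Melanotan II plus saturating MCL0020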
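Material – human MC4R-expressing U2OS cells · Repeats – no replicates · Detection – TR-FRET with Eu-cAMP and labeled anti-cAMP, 671 nm · Times – compound 30 min, challenge 1 h, detection 1 h · Compound – single nominal compound dose of 6.5 µM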
N-glyco inh = increase of ERlucT glycosylation luciferase signal, primary screen, N-linked glycosylation inhibitor project, D54 ERlucT cells, luminescence, set 2; reporter increase, % at 12.5 µM; 0.23% of 360,000 active; D54 ERlucT glycosylation luciferase reporter, 24 h; percent of 100 nM tunicamycin response;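 active = mean luciferase reporter signal, scaled so untreated is 0 and the glycosylation-blocking control 100, at or above a set limit in every replicate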;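 note: luciferase carries N-glycosylation sites so blocking glycosylation raises the light; 0% = median of neutral control wells and 100% = median of 100 nM tunicamycin wells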
ABCB6 inh MLPCN = ABCB6 transporter inhibitors, primary screen, K562-ABCB6 cells, flow cytometry, MLPCN library; K562-ABCB6 porphyrin accumulation, 1 h; active compounds read low; AID 602162, 2011; 0.19% of 360,000 active; fluorescence ratio to DMSO, % at 10 µM;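 active = fluorescence ratio to DMSO below 75%, the collection mean minus 3 SD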;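 note: signal is porphyrin accumulated inside mitochondria; 100% equals median channel fluorescence of DMSO control wells; lower ratio means ABCB6 inhibition with less porphyrin fluorescence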
Target sequence (Q9NP58 whole entry, looked up): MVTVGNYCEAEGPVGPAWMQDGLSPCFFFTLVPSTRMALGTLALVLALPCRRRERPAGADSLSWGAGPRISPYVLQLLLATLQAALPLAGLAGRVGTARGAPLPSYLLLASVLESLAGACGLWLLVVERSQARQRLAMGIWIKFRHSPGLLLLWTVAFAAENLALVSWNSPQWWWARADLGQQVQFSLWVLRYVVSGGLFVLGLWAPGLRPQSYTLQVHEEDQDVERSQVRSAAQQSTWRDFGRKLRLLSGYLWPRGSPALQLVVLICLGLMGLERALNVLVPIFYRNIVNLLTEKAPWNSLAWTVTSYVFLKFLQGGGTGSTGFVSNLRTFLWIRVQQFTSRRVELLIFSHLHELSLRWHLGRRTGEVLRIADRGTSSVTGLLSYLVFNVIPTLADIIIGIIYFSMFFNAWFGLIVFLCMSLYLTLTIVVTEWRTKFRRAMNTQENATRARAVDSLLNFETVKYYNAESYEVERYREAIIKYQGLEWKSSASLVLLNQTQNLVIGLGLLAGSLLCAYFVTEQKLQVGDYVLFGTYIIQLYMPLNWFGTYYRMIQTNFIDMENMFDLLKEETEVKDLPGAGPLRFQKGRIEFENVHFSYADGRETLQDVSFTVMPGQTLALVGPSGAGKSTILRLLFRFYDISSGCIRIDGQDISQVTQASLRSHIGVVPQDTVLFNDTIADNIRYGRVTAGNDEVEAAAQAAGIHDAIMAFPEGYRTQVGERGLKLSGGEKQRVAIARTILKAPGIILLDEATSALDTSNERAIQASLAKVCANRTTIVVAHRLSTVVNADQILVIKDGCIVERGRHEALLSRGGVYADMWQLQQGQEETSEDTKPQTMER
Numbers without * were called inactive; / = no result given.

| SMILES | ABHD5-PLIN5 inh | MC4R ag barr | NOD2-RIPK2 inh | SRC2 inh | HTR2A ag | TLR9-MyD88 inh | Cardio protect | MC4R antagonist | N-glyco inh | ABCB6 inh MLPCN |
| --- | --- | --- | --- | --- | --- | --- | --- | --- | --- | --- |
| O=C(c1cccs1)N1CCCN(c2ncnc3scc(-c4ccccc4)c23)CC1 | 12 | -0.2 | 2 | -22 | 3 | -8 | 2 | 12 | -2 | 98 |
| CCN1/C(=C2/SC(=S)N(NC(C)=O)C2=O)Sc2ccc(Cl)cc21 | -3 | -2.1 | 9 | 5 | -1 | 2 | 8 | 8 | -1 | 104 |
| O=C(/C=C/c1ccco1)N1CCN(c2ccc(F)cc2)CC1 | 3 | -1.3 | -4 | -16 | 0 | 1 | -8 | 5 | -1 | 101 |
| COc1ccc(CNc2nc(NC(C)=O)nn2-c2ccccc2)cc1 | 7 | 0.6 | -9 | 8 | 8 | 1 | 3 | -5 | 2 | 98 |
| OCCC1CN(Cc2cn[nH]c2C2CCCCC2)CCN1Cc1ccccc1 (configuration not stated) | 5 | -2.2 | 0 | -9 | -2 | 5 | -2 | 12 | 0 | 94 |
| O=C(NC1CCS(=O)(=O)C1)c1ccc2c(c1)OCO2 (configuration not stated) | -2 | -1.1 | -5 | -15 | -4 | -5 | -2 | 10 | 3 | 98 |
| COc1ccc(Cc2nnc(CCc3ccccc3)s2)cc1 | 5 | 0.5 | -4 | -28 | -5 | 4 | -5 | 17 | -1 | 102 |
| Cc1cnc(CNC(=O)CC2C(=O)NCCN2Cc2ccccc2C(F)(F)F)cn1 (configuration not stated) | -1 | -3.7 | -3 | 3 | -2 | -3 | 6 | 10 | 0 | 94 |
| O=C(Cc1ccccc1)NNC(=O)c1ccc(Br)o1 | -1 | -2.6 | -11 | -13 | -2 | 7 | 1 | -2 | 2 | 104 |
| O=C(NCc1ccccc1)C(c1cccc2ccccc12)n1c(=O)c(-c2ccco2)nc2ccccc21 (configuration not stated) | 58* | / | -11 | -4 | 0 | / | / | / | / | / |
| CCCCCCC[C@@H](C/C=C/CCC(=O)O)OC | -3 | 2.3 | -4 | -19 | -1 | -2 | -3 | 5 | 1 | 99 |
| COc1ccc(NC(=O)c2cc(C3CCCCN3C(=O)c3ccc4c(c3)CCO4)on2)c(C)c1 (configuration not stated) | -3 | -2.2 | 4 | 4 | 0 | / | 11 | 9 | 0 | 98 |
| CC(=NNS(=O)(=O)c1cccc([N+](=O)[O-])c1)c1ccc(-n2ccnc2)cc1 | -5 | -0.8 | 4 | -7 | 15* | 5 | 1 | 0 | -1 | 85 |
| O=C(N/N=C/c1cc2c(cc1Br)OCO2)C1COc2ccccc2O1 (configuration not stated) | -7 | -1.2 | -1 | -34 | 1 | -4 | 3 | 5 | 0 | 96 |
| C=CCNC(=O)c1ccccc1NC(=O)c1ccccc1 | 2 | -0.6 | 3 | -17 | -1 | 4 | 12 | 20 | 1 | 100 |
| COc1cccc(C2=NOC(C(=O)NCc3cccs3)C2)c1 (configuration not stated) | 3 | -1.9 | 10 | -13 | 2 | 6 | 7 | -16 | / | 103 |
| COc1ccc(CC(=O)N/N=C(\C)c2ccc(Br)s2)cc1 | -3 | -1.6 | -5 | -1 | -2 | -7 | -5 | -2 | 0 | 100 |
| CC[C@]12c3[nH]c4ccc(Cl)cc4c3CCN1C(=O)[C@@H](CC(=O)NCc1cccc(C(F)(F)F)c1)C[C@@H]2C(=O)N1CCN(C(=O)C2CC2)CC1 | 8 | -2.0 | -2 | -14 | 3 | -11 | 10 | 16 | 0 | 90 |
| CCSc1oc(-c2ccco2)nc1S(=O)(=O)c1ccc(C)cc1 | 2 | -0.1 | -6 | 3 | -1 | -5 | -10 | -6 | -3 | 96 |
| Cc1[nH]nc2c1C(c1ccoc1)C(C#N)=C(N)O2 (configuration not stated) | -2 | -1.3 | 1 | -9 | 4 | -1 | 22 | 9 | -1 | 97 |
| ON=C1c2ccccc2-c2ccc(Br)cc21 | -16 | -1.2 | 1 | 2 | 2 | -10 | -10 | -7 | 0 | 95 |
| O=C(COC(=O)c1cc(S(=O)(=O)N2CCOCC2)ccc1Cl)Nc1ccc(Cl)cn1 | 8 | -2.6 | 18 | 8 | 1 | 1 | 0 | 8 | 3 | 96 |
| COc1cc(/C=N/OCC(=O)NC23CC4CC(CC(C4)C2)C3)ccc1OCc1ccccc1 | 3 | -0.6 | -7 | -34 | 0 | 12 | -14 | 7 | -9 | 99 |
| COc1cc(-c2cc(NC=O)c3ncc(-c4cccc(C(F)(F)F)c4)n3c2)cc(OC)c1OC | -1 | 22* | 3 | 9 | 9 | / | 59* | -28 | -13 | 88 |

Profiles from above. Values in the order: ABHD5-PLIN5 inh	MC4R ag barr	NOD2-RIPK2 inh	SRC2 inh	HTR2A ag	TLR9-MyD88 inh	Cardio protect	MC4R antagonist	N-glyco inh	ABCB6 inh MLPCN
Listed for ON=C1c2ccccc2-c2ccc(Br)cc21 → -16	-1.2	1	2	2	-10	-10	-7	0	95
Listed for CC(=NNS(=O)(=O)c1cccc([N+](=O)[O-])c1)c1ccc(-n2ccnc2)cc1 → -5	-0.8	4	-7	15*	5	1	0	-1	85

New compounds follow:
| SMILES | ABHD5-PLIN5 inh | MC4R ag barr | NOD2-RIPK2 inh | SRC2 inh | HTR2A ag | TLR9-MyD88 inh | Cardio protect | MC4R antagonist | N-glyco inh | ABCB6 inh MLPCN |
| --- | --- | --- | --- | --- | --- | --- | --- | --- | --- | --- |
| Cc1ccc(CNC(=O)CCS(=O)(=O)c2ccc(Br)s2)cc1 | -9 | 0.3 | -12 | 6 | 5 | -5 | 5 | -3 | 0 | 92 |
| O=C(C1CC1)N1CCc2cc(S(=O)(=O)NCCC3=CCCCC3)ccc21 | -12 | -0.8 | 9 | -10 | 3 | -3 | -20 | 0 | -1 | 86 |
| COc1cccc(C(c2nnnn2-c2c(C)cccc2C)N2CCN(C/C=C/c3ccccc3)CC2)c1OC (configuration not stated) | 6 | / | -11 | 20 | -9 | / | -4 | / | -7 | 103 |
| Cc1cccc(NC(=O)C(C)OC(=O)c2ccccc2NS(=O)(=O)c2cc(C)c(C)c([N+](=O)[O-])c2)c1 (configuration not stated) | -9 | -0.7 | -4 | -18 | 1 | 3 | -16 | 13 | -2 | 97 |
| S=c1[nH]nc(-c2ccco2)n1Cc1ccccc1 | -5 | -1.4 | -3 | -18 | 0 | -1 | 7 | 7 | -1 | 99 |
| CC1=C(C(=O)N2CCOCC2)C(c2ccc(-c3ccccc3)cc2)NC(=S)N1 (configuration not stated) | -1 | -1.7 | 1 | 22 | 3 | -4 | 2 | 5 | 1 | 100 |
| CC(=O)c1cccc(NC(=O)CN(C)S(=O)(=O)c2ccccc2)c1 | -1 | -0.2 | -6 | -6 | -1 | -4 | -3 | 4 | 3 | 101 |
| COc1ccccc1NC(=O)CCCC(=O)OC(C)C(=O)c1ccccc1 (configuration not stated) | -8 | 2.3 | 3 | 18 | 1 | 0 | 1 | 20 | 3 | 98 |
| CCOC(=O)/C(C(N)=NC)=C(\O)c1ccccc1 | 1 | -0.4 | 1 | 2 | -1 | -8 | 10 | 3 | 3 | 102 |
| CCCN(CC1CCCO1)C(=O)c1cc(COc2cccc(OC)c2)on1 (configuration not stated) | -2 | -3.3 | 6 | -7 | -2 | 6 | -5 | -4 | / | 103 |
| CC(=O)NC(CC(=O)Nc1cccc(S(=O)(=O)N2CCCCC2)c1)c1ccccc1 (configuration not stated) | 3 | -0.4 | -1 | -8 | -1 | -1 | 7 | 12 | -1 | 107 |
| COc1ccccc1-n1c(SCc2cc(=O)oc3cc(O)ccc23)nc2ccccc2c1=O | 5 | -1.6 | -14 | 0 | 1 | -10 | 37 | -29 | -2 | 105 |
| CCCOc1ccc(C(=O)NNC(=S)NC(=O)c2ccco2)cc1 | -2 | -5.4 | -12 | -3 | -4 | -3 | 24 | 0 | 1 | 88 |
| O=c1c2ccccc2nc2n1C1(CCCCC1)Cc1ccccc1-2 | -10 | 2.5 | -8 | 25 | -1 | -8 | -1 | 13 | 3 | 101 |
| O=C1[C@H]2[C@@H](/C=C/c3ccccc3)N3C(=O)CN(CCO)C(=O)[C@@]3(Cc3ccccc3)[C@H]2C(=O)N1c1ccccc1 | -5 | -1.6 | -12 | -6 | 5 | -1 | -18 | -1 | -1 | 91 |
| Cc1ccc(N(CC(=O)Nc2ccccc2-c2ccccc2)S(=O)(=O)c2ccccc2)c(C)c1 | -5 | -0.3 | -16 | -8 | -7 | -7 | -11 | 16 | -1 | 99 |
| Cc1ccc(CN2CC(=O)N3[C@H]4c5cc(C)ccc5OC[C@@H]4[C@H](c4ccccc4)[C@]3(C)C2=O)cc1 | -2 | -1.2 | 0 | 18 | 3 | 0 | -2 | 3 | -3 | 98 |
| COc1ccccc1CNC(=O)C1CCCC1 | 12 | -2.4 | 1 | -25 | -1 | 1 | -3 | 9 | 0 | 104 |
| CCOc1ccc(CCNC(=O)c2ccc3ccccc3n2)cc1OCC | -1 | -0.9 | 8 | -27 | -2 | -2 | -2 | 4 | 1 | 80 |
| C[C@@H](CN1C2=NC[C@H](Cc3ccccc3)N2C[C@H]1Cc1ccc(O)cc1)NC(=O)CCC1CCCCC1 | -2 | 0.1 | -19 | -8 | -5 | -8 | -2 | 6 | -3 | 102 |
| CCCCNC(=O)Cn1nc([N+](=O)[O-])c([N+](=O)[O-])c1C | 7 | 1.1 | 1 | -11 | 3 | 2 | 2 | 5 | -3 | 98 |
| O=C(Nc1ccccc1)C1=C[C@H](c2ccc3c(c2)OCO3)C[C@H](OCCCCO)O1 | -2 | 1.4 | -4 | -56 | 2 | 1 | -7 | 7 | -2 | 95 |
| Cc1cc(NC(=O)Cn2nc(-c3ccccc3F)ccc2=O)ccc1-n1cnnn1 | 2 | 1.3 | 3 | -10 | -5 | -5 | 1 | 3 | 0 | 100 |
| O=C1CC[C@@H](CN(Cc2ccccc2)Cc2cn[nH]c2-c2cc3ccccc3o2)N1 | 12 | -0.4 | -13 | -21 | 6 | 1 | 13 | 16 | 0 | 95 |
| CCOC12CC(C)(C)CC(C)(CC3=C1C(=O)CC(C)(C)C3)C2 (configuration not stated) | -2 | 2.3 | 3 | 10 | 2 | -4 | -1 | 14 | 0 | 101 |
| CCS(=O)(=O)c1nc(S(=O)(=O)c2ccc(Cl)cc2)c(NCc2ccccn2)s1 | -5 | -0.1 | 6 | -1 | 2 | 5 | 6 | 4 | 3 | 100 |

Some of the compounds tested; the hit share may differ from the screen's.
